Screens as filed in PubChem.
NFkB transloc pot: enhances IL-1B driven NFkB nuclear translocation. 94,000 compounds, 0.3% hits. HUVEC IL-1B NFkB p65 nuclear translocation imaging. activation, % at 2 µM. AID 819;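 active = activation above 40%, about the mean plus 3 SD, also judged a hit on visual image review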;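 note: percent activation is computed from the nuclear over cytoplasmic p65 intensity ratio; values of inactives mirror those of a sister screen read the other way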
PLAP inhibition: PLAP enzyme inhibitors, biochemical, luminescence, HTS (AID 690); purified PLAP, luminescent substrate; higher % means a stronger effect; one-dose inhibition, % at 20 µM; IC50 in µM for titrated hits; 96,000 compounds, 0.08% hits; in the data active = a potency from the dose series; inactive = the rest, 99 in 100 with inhibition below about 30%; note: strong numbers were not always called active
Bcl-B TR3 displacers: displacers of TR3 peptide from Bcl-B, primary screen, selectivity assay for Bfl-1 inhibitor project, biochemical, fluorescence polarization | 96,000 compounds, 0.11% hits | FP displacement of FITC-TR3 peptide from Bcl-B; higher % means a stronger effect | one-dose displacement, % at 20 µM; IC50 in µM for titrated hits;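 active = displacement above 50% at 20 µM plus a fluorescence interference ratio under 1.5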;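 note: plate controls were wells without compound for no effect and wells lacking Bcl-B protein for full effect; a part of the inactive calls stands beside numbers as strong as those of hits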
IL1B NFkB inh: blocks IL-1B driven NFkB nuclear translocation in HUVEC cells. 94,000 compounds, 0.43% hits. inhibition, % at 2 µM. AID 796. HUVEC IL-1B NFkB p65 nuclear translocation imaging;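 active = inhibition above about 30% together with a positive call from visual inspection of the well image, limit read from the data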;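 note: nuclear over cytoplasmic p65 intensity ratio measured by imaging; 0% = IL-1B stimulated DMSO wells and 100% = unstimulated DMSO wells; values of inactives mirror those of a sister screen read the other way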
MRP resist rev: reverses drug resistance mediated by MRP; H69AR cells + 2 uM doxorubicin, CellTiter-Glo, 72 h; 85,000 compounds, 0.04% hits; differential viability (reversal), % at 10 µM; AID 602;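 active = viability drop by adding the cancer drug above about 55%, with treated viability meeting a 40% cutoff, limit read from the data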;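 note: viability without doxorubicin minus viability with 2 µM doxorubicin for each compound; larger differential means the compound sensitizes cells more to doxorubicin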
MRP resist rev cytotoxicity: recorded beside MRP resist rev, whose call it bears; viability, %; H69AR cells, CellTiter-Glo, 72 h; measured here: cytotoxicity without doxorubicin
MRP resist rev with doxorubicin: also measured in MRP resist rev; calls as there; viability, %; measured here: viability with 2 uM doxorubicin; hits give low values
IL1B NFkB inh cell count 2 µM: recorded beside IL1B NFkB inh, whose call it bears; cell count; measured here: cells passing quality filter;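 raw number of nuclei counted in each imaged well without normalization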
NFkB transloc pot cell count 2 µM: further read-out of NFkB transloc pot, marked with its call; cell count; measured here: cells passing quality filter
The depositor's hits bear a star; / = not tested or not shown. Some of the compounds tested; count on the stated rates, not on these rows.

SMILES	NFkB transloc pot	NFkB transloc pot cell count 2 µM	PLAP inhibition	Bcl-B TR3 displacers	IL1B NFkB inh	IL1B NFkB inh cell count 2 µM	MRP resist rev	MRP resist rev cytotoxicity	MRP resist rev with doxorubicin
O=C(c1ccco1)N1CCN(S(=O)(=O)c2cccc3nsnc23)CC1	/	/	-6%	-7%	/	/	0	100	101
Cc1ccccc1C(=O)Nc1nc(=S)ss1	4	167	-2%	-4%	-4	167	/	/	/
Cn1c(C(=O)NCCN2CCN(c3ccccc3F)CC2)cc2c(=O)n(C)c3ccccc3c21	/	/	-48%	-5%	/	/	-2	61	63
Cc1ccc2nc(NC(=O)Cc3cccs3)sc2c1	35	179	-19%	9%	-35	179	-21	83	103
CC(C(=O)Oc1ccc2c(c1)OCO2)N1C(=O)c2ccccc2C1=O (stereo unspecified)	/	/	-5%	-3%	/	/	-2	98	101
C=CCSc1nccc(-c2cc(Cl)sc2Cl)n1	/	/	9%	-32%	/	/	13	97	84
COc1cccc(CNc2ccc(N3CCC(C)CC3)cc2)c1OC	9	154	/	/	-8	154	-11	14	25
O=C(CCS(=O)(=O)c1cccc2nsnc12)N1CC(=O)N(CCc2ccccc2)C(=O)C1	/	/	-14%	0%	/	/	-13	94	107
O=C(Nc1cccc(F)c1)N1CCN(C/C=C/c2ccccc2)CC1	11	79	-46%	-1%	-11	79	1	84	83
c1ccc(OCc2nc3ccccc3s2)cc1	26	146	-11%	8%	-26	146	-15	92	106
COc1ccc(C(NC(=O)CNC(C)=O)C(=O)Nc2ccc3c(c2)OCCO3)cc1 (stereo unspecified)	13	64	5%	1%	-10	64	0	93	93
CCCC(=O)Nc1cccc(NC(=O)CN2CCN(c3ccccc3OC)CC2)c1	/	/	-94%	6%	/	/	-7	93	100
O=C(Cn1cnc2c(nnn2-c2ccc(F)cc2)c1=O)N1CCCc2ccccc21	4	155	-3%	2%	-4	155	5	89	84
CN(C)c1ccc(C(=O)Nc2cc(C(F)(F)F)ccc2-n2cncn2)cc1	11	121	-13%	-5%	-10	121	0	80	80
O=C(NCC(c1cccnc1)N1CCOCC1)c1ccco1 (stereo unspecified)	3	78	-5%	-1%	-3	78	1	94	94
Cc1nn2c(NCCCN3CCOCC3)c3c(nc2c1-c1ccccc1)CCC3	-7	149	-47%	14%	7	149	30	47	17
COc1ccc(C(=O)Nc2cc(C)on2)cc1	/	/	30%	-10%	/	/	-2	90	92
O=C(Oc1ccc2ccccc2c1Br)N1CCCCCC1	-5	138	-7%	9%	5	138	/	/	/
COc1ccc2cc(CN(Cc3ccco3)Cc3nnnn3C3CCCCC3)c(=O)[nH]c2c1	-4	80	-46%	-8%	4	80	-10	47	57
CCCn1nc(C(=O)Nc2ccc(S(=O)(=O)Nc3nccs3)cc2)c2ccccc2c1=O	-10	152	-59%	-32%	10	152	/	/	/
Cn1c(-c2c(N)n(C3CCCC3)c3nc4ccccc4nc23)nc2ccccc21	2	59	1%	2%	-2	59	-12	56	69
O=C(c1cccc(F)c1)n1nnc2ccccc21	13	100	-11%	-12%	-13	100	-11	87	98
O=C(Nc1ccccc1)c1ccc(S(=O)(=O)N2CCCCC2)cc1	1	57	/	/	-1	57	/	/	/
Cc1ccc(O)c(-c2cc(-c3ccccc3C)[nH]n2)c1	6	135	-56%	-4%	-6	135	-1	1	2
Cc1cc2c(cc1C)-c1nnc(-c3ccc4ccccc4n3)n1C(C)(C)C2	13	151	4%	-12%	-13	151	7	87	80
Cc1c(C(=O)O)oc2ccc(S(=O)(=O)N(CC(C)C)CC(C)C)cc12	/	/	-40%	-13%	/	/	-18	101	119
CCOC(=O)N1CCN(Cc2oc(CO)cc(=O)c2O)CC1	-12	156	6%	-13%	12	156	-10	102	112
Cc1cc2cc(CN(CCN3CCOCC3)C(=O)Nc3ccccc3F)c(=O)[nH]c2cc1C	1	198	-28%	-2%	-1	198	-20	55	75
CC(=O)Nc1ccc(OCC(O)CN2CCN(c3ccc(C)c(Cl)c3)CC2)cc1 (stereo unspecified)	0	207	-86%	5%	0	207	8	98	90
Cc1nc2ccc(-c3nc4cc(N)ccc4o3)cc2[nH]1	2	181	-18%	9%	-2	181	-19	65	84
CCn1c(SCC(=O)Nc2cc(C)on2)nc2c1c(=O)n(C)c(=O)n2C	15	110	22%	-8%	-15	110	24	101	77
COc1ccc2c(c1OC)C(=O)N(c1cccc(C)c1)C2	3	97	4%	-1%	-3	97	3	67	63
CCOc1ccccc1C(=O)N1CCC(n2nnc3cc(C(F)(F)F)ccc32)CC1	2	157	-47%	-2%	-2	157	-26	39	65
COc1cccc(-c2nnc(SCC(=O)N3CCCC3=O)n2-c2ccccc2)c1	/	/	-50%	1%	/	/	17	105	87
CN1CCN(S(=O)(=O)c2cccc(S(=O)(=O)c3cccc(S(=O)(=O)N4CCN(C)CC4)c3)c2)CC1	-2	150	-67%	4%	2	150	4	98	94
O=C(OCc1nc2ccc(Cl)cc2n1CCO)c1ccc2c(c1)OCO2	5	115	-41%	7%	-5	115	/	/	/
Cc1cc(NC(=O)Cn2nc(-c3ccccc3F)ccc2=O)ccc1-n1cnnn1	-13	87	-21%	4%	13	87	-15	73	88
COc1cc(NC(=O)C2CCCN2C(=O)OCc2ccccc2)cc(OC)c1 (stereo unspecified)	/	/	20%	-2%	/	/	3	97	94
O/N=C/c1cc(Br)cc(Br)c1OCc1ccccc1	-7	169	8%	-7%	7	169	/	/	/
COc1ccc(OC)c(Nc2cc(C(=O)NCCCN3CCOCC3)c3ccccc3n2)c1	34	130	-40%	-13%	-34	130	3	80	76
CCOc1ccccc1N1CCN(C(=O)Nc2ccc(Cl)c(Cl)c2)CC1	0	155	-45%	-7%	0	155	/	/	/
CC(=O)N1CCc2c(sc(NC(=O)c3ccc4c(c3)OCCO4)c2C#N)C1	/	/	1%	-2%	/	/	-21	24	46
Cc1nc(SCC(=O)N2CCN(C(=O)c3ccco3)CC2)c2c(C)c(C)sc2n1	-2	146	-17%	7%	2	146	/	/	/
CCN(C(=O)CSc1nnc(NC2CCCCC2)s1)C1CCS(=O)(=O)C1 (stereo unspecified)	-11	162	4%	0%	11	162	/	/	/
CCC(Sc1ccccc1C(=O)O)C(=O)O (stereo unspecified)	7	197	-8%	0%	-7	197	-8	93	101
CCOC(=O)c1sc(NC(=O)C(CC)Sc2nccn2C)nc1C (stereo unspecified)	9	124	-54%	-3%	-9	124	-9	68	77
COc1ccc(S(=O)(=O)N(C)CC(=O)N2CCCCC2)cc1Cl	-1	126	-25%	-10%	1	126	2	86	83
Cc1cc(=O)[nH]c(SCC(=O)NCCOc2ccccc2)n1	3	140	8%	0%	-3	140	-7	87	94
CCOc1cc(C)ccc1OCc1nnc(SCC(=O)c2cccc([N+](=O)[O-])c2)n1C	17	95	8%	-5%	-17	95	/	/	/
O=C(OCCN=C1NS(=O)(=O)c2ccccc21)c1ccncc1	7	158	3%	5%	-6	158	7	105	98
CC1Cc2ccccc2N1C(=O)CSc1nnc(Cc2ccccc2)n1CCc1ccccc1 (stereo unspecified)	-5	149	/	-28%	5	149	/	/	/
CN1CCN(c2nc(-c3cccnc3)nc3ccccc23)CC1	10	84	-9%	5%	-10	84	-8	71	80
CC1CCCCN1C(=O)CSc1nnc(-c2c[nH]c3ccccc23)o1 (stereo unspecified)	/	/	-7%	0%	/	/	-30	22	51
O=c1c2c(-c3cccs3)csc2ncn1-n1cccc1	8	150	17%	2%	-8	150	-4	96	100
Cc1nc(-c2cccc(NC(=O)c3cccs3)c2)cs1	11	135	/	/	-11	135	2	72	70
Cc1cn2c(-c3cccnc3)nnc2s1	-4	140	4%	-6%	4	140	-11	95	106
O=C(c1ccccc1)c1cc(-c2ccccn2)c(N2CCOCC2)s1	2	83	-15%	-15%	-2	83	/	/	/
CCOCCCNS(=O)(=O)c1ccc(NC(=O)c2ccccc2)cc1	6	159	2%	-7%	-6	159	8	106	99
COC(=O)c1cccc(S(=O)(=O)N2CCN(c3nc4ccccc4s3)CC2)c1	4	127	18%	-12%	-4	127	-5	98	103
Cc1cc(C)n2ncc(C(=O)NCc3ccc(Cl)cc3)c2n1	-3	170	-71%	6%	3	170	/	/	/

Quoted at random: 3 records from the list, in no set order.
SMILES	NFkB transloc pot	NFkB transloc pot cell count 2 µM	PLAP inhibition	Bcl-B TR3 displacers	IL1B NFkB inh	IL1B NFkB inh cell count 2 µM	MRP resist rev	MRP resist rev cytotoxicity	MRP resist rev with doxorubicin
CCOc1ccccc1N1CCN(C(=O)Nc2ccc(Cl)c(Cl)c2)CC1	0	155	-45%	-7%	0	155	/	/	/
Cc1cn2c(-c3cccnc3)nnc2s1	-4	140	4%	-6%	4	140	-11	95	106
O=C(c1ccccc1)c1cc(-c2ccccn2)c(N2CCOCC2)s1	2	83	-15%	-15%	-2	83	/	/	/

(continued)
SMILES	NFkB transloc pot	NFkB transloc pot cell count 2 µM	PLAP inhibition	Bcl-B TR3 displacers	IL1B NFkB inh	IL1B NFkB inh cell count 2 µM	MRP resist rev	MRP resist rev cytotoxicity	MRP resist rev with doxorubicin
COc1ccc2c(c1)CC/C(=C\C=C\c1ccccc1)C2=O	-12	81	/	/	12	81	5	101	96
Cc1cc(F)ccc1NCc1cccnc1	-3	140	-8%	19%	3	140	11	92	81
Cc1ccc(NC(=O)c2ccc(F)c(S(=O)(=O)N3CCOCC3)c2)cc1F	1	109	8%	16%	-1	109	-7	69	76
Cc1cccc(-c2c3c(=O)n(C)c(=O)n(C)c3cn2C(C)C)c1	15	128	10%	4%	-14	128	-4	58	62
CCOC(=O)N(C)c1ccc(C(O)(C(F)(F)F)C(F)(F)F)cc1	0	184	17%	-8%	0	184	7	84	77
CC(NC(=O)CNC(=O)OCc1ccccc1)C(=O)N1CC(O)CC1C(=O)OCc1ccccc1 (stereo unspecified)	4	89	-23%	-5%	-2	89	9	98	88
CC(C)C(=O)Nc1nnc(CCN2CCOCC2)s1	-1	156	8%	-4%	1	156	-5	100	105
COC(=O)C(NC(=O)c1ccc(C)cc1)(Nc1cccc(C)n1)C(F)(F)F (stereo unspecified)	4	151	/	/	-4	151	6	98	92
O=C(CCNc1ccc(F)c(Cl)c1)c1ccco1	22	101	20%	-1%	-22	101	-25	2	27
Cc1cccnc1NC(=O)Nc1cccs1	11	136	18%	-8%	-10	136	3	110	107
COC(=O)c1ccc(COn2c(=O)c(C)[n+]([O-])c3ccccc32)cc1	8	157	18%	-4%	-8	157	9	87	78
Cn1c(=O)n(C)c2cc(S(=O)(=O)N3CCOCC3)ccc21	18	107	17%	-10%	-18	107	6	89	83
CCN1CCCC1CN(Cc1cc2cc(C)ccc2[nH]c1=O)C(=O)Nc1ccccc1OC (stereo unspecified)	-5	159	-60%	4%	5	159	0	84	84
c1ccc(Cn2c(Nn3cnnc3)nc3ccccc32)cc1	21	110	-23%	-1%	-21	110	-8	94	102
O=C(Nc1ccccc1)c1cccc(N2CCCC2=O)c1	11	150	12%	-2%	-11	150	10	93	83
Cn1c(=O)c2c(nc(SCC(=O)N(C3CCCCC3)C3CCCCC3)n2C)n(C)c1=O	-3	86	/	/	3	86	6	96	90
COc1cccc(OC)c1C(=O)N1CCOCC1	-3	136	/	/	3	136	-11	83	94
COc1ccc(N2CCN(c3ncnc4c3nnn4Cc3ccccc3Cl)CC2)cc1	-4	133	/	/	4	133	13	66	52
Cc1ccc(-n2nnnc2Sc2nc([N+](=O)[O-])nn2C)c(C)c1	8	128	/	/	-8	128	/	/	/
Cc1ccc(O)c(NC(=S)NC(=O)c2ccc(-c3ccc(Cl)cc3)o2)c1	-10	175	/	/	10	175	/	/	/
COc1ccc(Cl)cc1N(C)C(=O)CCc1nc(-c2ccc(C)cc2)no1	-12	135	-64%	-7%	12	135	6	91	85
O=C(Nc1ccccc1C(F)(F)F)c1cc(S(=O)(=O)N2CCOCC2)ccc1F	7	109	/	/	-6	109	8	99	90
